TNAP inh hi DEA – human TNAP enzyme inhibitors, primary screen, biochemical, luminescent, high phosphate acceptor level, uHTS; purified TNAP, CDP-star luminescence, 1 M DEA; 200,000 compounds, 0.03% hits; inhibition, % at 20 µM; AID 1135, 2008; Alkaline phosphatase, tissue-nonspecific isozyme (Homo sapiens), P05186;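 active = over 50% inhibition of tissue-nonspecific alkaline phosphatase at 20 µM in the single-dose screen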;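 note: plate controls were DMSO wells for no effect and EDTA-quenched wells as full inhibition for full effect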
Target sequence (P05186 whole entry, looked up): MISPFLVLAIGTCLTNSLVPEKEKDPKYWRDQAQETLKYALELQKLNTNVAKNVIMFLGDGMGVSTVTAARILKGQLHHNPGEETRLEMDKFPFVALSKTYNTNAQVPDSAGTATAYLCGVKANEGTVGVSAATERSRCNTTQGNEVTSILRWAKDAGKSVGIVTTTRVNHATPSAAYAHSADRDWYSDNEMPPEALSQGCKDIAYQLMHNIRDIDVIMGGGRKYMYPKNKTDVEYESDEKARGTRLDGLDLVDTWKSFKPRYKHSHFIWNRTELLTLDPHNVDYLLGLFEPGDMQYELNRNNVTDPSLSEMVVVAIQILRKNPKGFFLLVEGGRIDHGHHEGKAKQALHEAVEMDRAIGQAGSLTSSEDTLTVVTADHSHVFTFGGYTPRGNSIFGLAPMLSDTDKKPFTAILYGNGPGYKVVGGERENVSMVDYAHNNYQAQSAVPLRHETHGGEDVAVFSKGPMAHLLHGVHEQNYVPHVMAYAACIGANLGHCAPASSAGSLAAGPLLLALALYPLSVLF
bIAP inhibitor – bovine intestinal alkaline phosphatase inhibitors, primary screen, selectivity assay for TNAP inhibitor project, biochemical, bovine IAP, CDP-star luminescence | purified bovine IAP, 30 min | inhibition, % at 20 µM | alkaline phosphatase, intestinal [Bos taurus] | AID 1019, 2008 | 190,000 tested, under 10 active;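 active = over 50% inhibition of intestinal alkaline phosphatase at 20 µM in the single-dose screen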
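Assay system: bovine IAP enzyme; medium: DEA buffer 100 mM, pH 9.8, with MgCl2 1.0 mM, ZnCl2 0.02 mM; doses: 20 µM single dose; incubation: enzyme reaction for 30 min at room temperature; detection: CDP-star luminescence signal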
PPARg SRC2 recr – agonists of PPARg-SRC-2 recruitment, primary screen, biochemical, HTS | AID 1032, 2008 | PPARgamma LBD-SRC-2 recruitment | Peroxisome proliferator-activated receptor gamma (Homo sapiens), P37231 | 200,000 compounds, 0.34% hits | activation, % at 8 µM; in the data active = activation above about 22%;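 note: 0% = vehicle and 100% = reference agonist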
TR-FRET SRC-2 ct – TR-FRET signal artefacts, primary screen, artefact control for PPARgamma SRC-2 agonist project, biochemical; TR-FRET artefact counter-screen; hits give high values; TR-FRET ratio at 8 µM; 200,000 compounds, 0.4% hits; AID 1049, 2008; in the data active = TR-FRET ratio above about 2000; note: inactives centre near 1500
PPARg SRC1 recr – PPARgamma agonists recruiting SRC-1 coactivator, primary screen, biochemical; Peroxisome proliferator-activated receptor gamma (Homo sapiens), P37231; PPARgamma-SRC-1 coactivator recruitment biochemical assay; activation, % at 8 µM; 200,000 compounds, 0.41% hits; AID 631, 2007; in the data active = activation above about 19%;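 note: 0% = DMSO and 100% = reference agonist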
TNAP act hiacc – TNAP activators at high phosphate acceptor level, primary screen, biochemical, luminescence, uHTS; purified TNAP, CDP-star luminescence, 1 M DEA, 30 min; hits give high values; 0 = EDTA background, 1 = DMSO-only activity; Alkaline phosphatase, tissue-nonspecific isozyme (Homo sapiens), P05186; 200,000 tested, under 10 active; AID 1136, 2008; activation factor at 20 µM;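 active = activation factor at least 2 at 20 µM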
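Assay system: human TNAP; Input: enzyme diluted 1/800 final; Reagent: CDP-star luminogenic substrate at 100 µM final; Timing: 30 min, room temperature; Signal: luminescence; Evaluation: TNAP activation factor scaled between EDTA and DMSO control wells.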
bIAP activator – bovine intestinal alkaline phosphatase activators, primary screen, biochemical, bovine IAP, CDP-star luminescence. alkaline phosphatase, intestinal [Bos taurus]. activation factor at 20 µM. 200,000 compounds, 0.17% hits. purified bovine IAP, 30 min; hits give high values; fold of DMSO-control signal, blank-subtracted;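 active = activation factor of 2 or more at 20 µM, a signal rise over negative controls twice the positive control's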
PPARg SRC3 recr – PPARgamma agonists recruiting SRC-3 coactivator, primary screen, biochemical; biochemical PPARgamma/SRC-3 coactivator recruitment assay; activation, % at 8 µM; 200,000 compounds, 0.26% hits; Peroxisome proliferator-activated receptor gamma (Homo sapiens), P37231; in the data active = activation above about 23%;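 note: 0% = DMSO and 100% = reference agonist; some compounds past the cut are filed as inactive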
TNAP inh no acc – human TNAP enzyme inhibitors, primary screen, biochemical, luminescent, no phosphate acceptor, uHTS. Alkaline phosphatase, tissue-nonspecific isozyme (Homo sapiens), P05186. purified TNAP, CDP-star luminescence, 30 min. inhibition, % at 20 µM. 200,000 compounds, 0.26% hits. AID 1012, 2008;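 active = tissue-nonspecific alkaline phosphatase inhibition above about 50% at 20 µM in the single-dose screen, limit read from the data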;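 note: 0% = DMSO negative control and 100% = EDTA positive control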
Efa HMGR inh – inhibitors of E. faecalis class II HMGR, primary screen, biochemical, Enterococcus faecalis; purified E. faecalis HMGR, NADPH absorbance 340 nm kinetic; AID 1066, 2008; HMG-CoA reductase (Enterococcus faecalis, mvaE); inhibition, % at 10 µM; 190,000 compounds, 0.41% hits;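 active = inhibition above a set limit, the median over all tested compounds plus 3 SD, cut at about 9.5% in these data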;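 note: enzyme runs in reverse so mevalonate oxidation gives rising NADPH absorbance; 0% = complete reaction with DMSO and 100% = background rate lacking mevalonate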
Starred values were filed as active, the others as inactive; / = not tested or not shown.

No.	Structure	TNAP inh hi DEA	bIAP inhibitor	PPARg SRC2 recr	TR-FRET SRC-2 ct	PPARg SRC1 recr
1	CCOC(=O)/C(=N\Nc1cc(C(F)(F)F)ccc1Cl)N(CC)CC	-4	10	5	1570	0
2	C=CCN1C(=O)C(CC(=O)Nc2ccc(OCCC)cc2)N(CCCN2CCN(Cc3ccccc3)CC2)C1=S (centres undefined)	-5	5	7	1714	6
3	CS(=O)(=O)N(CC(=O)NCC1CCCO1)c1cc(Cl)cc(Cl)c1 (centres undefined)	0	4	4	1579	5
4	CC(C)n1nc(C(=O)NCc2ccc3c(c2)OCO3)c2ccccc2c1=O	-5	9	-2	1418	0
5	O=S(=O)(c1ccc(F)cc1)N1CCN(C(=S)NCc2ccccc2)CC1	-1	0	4	1737	6
6	COCc1ccc(CN2CCCC(CCC(=O)NCc3ccc(C)o3)C2)o1 (centres undefined)	-6	8	1	1505	3
7	O=C(CN(C1CCCCC1)S(=O)(=O)c1ccccc1)NCc1ccco1	-2	-1	-9	1418	-3
8	CC(CCc1ccccc1)NC(=O)CN1CCN(Cc2ccc(Cl)cc2)C1=O (centres undefined)	-3	-2	8	1651	2
9	CCCCOc1ccc(OCCNS(=O)(=O)N(C)C)cc1	-1	16	0	1665	-5
10	CC(C)(C)n1nnnc1C(c1ccncc1)N1CCCCCC1 (centres undefined)	-4	-7	2	1408	2
11	CCC(=O)NC(=S)Nc1ccc(NC(=O)COc2ccc(Cl)c(C)c2)cc1	3	1	-7	1359	-6
12	CCOC(=O)c1c(C2CC2)csc1NC(=O)COC(=O)c1cc(OC)c(OC)cc1[N+](=O)[O-]	1	-1	-13	1496	0
13	Cc1ccc(S(=O)(=O)N(C)C)cc1NC(=S)Nc1ccc2cn[nH]c2c1	-3	13	3	1691	-1
14	O=C(C1CCN(S(=O)(=O)c2cccc3nsnc23)CC1)N1CCN(c2ccccc2F)CC1	4	0	7	1714	7
15	O=C(CCC(=O)N1CCN(S(=O)(=O)c2ccc(Cl)cc2)CC1)NCc1ccccc1	0	21	2	1543	3

No.	TNAP act hiacc	bIAP activator	PPARg SRC3 recr	TNAP inh no acc	Efa HMGR inh
1	1	0.9	-8	-3	1
2	1.1	0.9	1	-10	-4
3	1	1	3	4	-3
4	1.1	0.9	0	-17	2
5	1	1	0	-9	0
6	1.1	0.9	4	-10	-1
7	1	1	-1	-8	-3
8	1	1	2	-13	2
9	1	0.8	-2	-8	-1
10	1	1.1	-7	-6	-8
11	1	1	-3	-16	-2
12	1	1	-2	-4	-6
13	1	0.9	0	-14	-1
14	1	1	1	-1	1
15	1	0.8	5	-14	0

Continuation.
No.	Structure	TNAP inh hi DEA	bIAP inhibitor	PPARg SRC2 recr	TR-FRET SRC-2 ct	PPARg SRC1 recr
16	O=C(CC1S/C(=N/N=C/c2cccs2)NC1=O)Nc1ccccc1F (centres undefined)	-7	-6	4	1606	6
17	COC(=O)c1c(N(S(C)(=O)=O)S(C)(=O)=O)sc2c1CCN(c1ncc(C(F)(F)F)cc1Cl)C2	2	10	2	1447	2
18	O=C(C[n+]1cc(-c2ccc(Cl)cc2)n2c1CCC2)N1c2ccccc2Sc2ccccc21	0	-7	-3	1645	2
19	O=C(O)c1ccc(NS(=O)(=O)c2ccc3c(c2)C(=O)c2cc(S(=O)(=O)Nc4ccc(C(=O)O)cc4)ccc2-3)cc1	3	-9	9	1556	1
20	S=c1[nH]nc(-c2cc(-c3ccco3)[nH]n2)n1-c1ccccc1	-2	-11	18	1917	6
21	COc1nc(-c2ccccc2)ccc1-c1noc(-c2ccco2)n1	-5	19	-6	1675	3
22	CC(NS(C)(=O)=O)C(c1cccs1)N1CCN(c2ccccc2F)CC1 (centres undefined)	/	/	-6	1272	-16
23	CCOC(=O)CC(=O)CSc1nc2ccc(OC)cc2cc1C	-1	3	-1	1649	12
24	COc1ccc(NC(=O)Nc2nnc(-c3ccccc3F)s2)cc1	1	-14	2	1621	4
25	COc1cc(-c2nc(S(=O)(=O)c3ccccc3)c(N3CCOCC3)o2)cc(OC)c1OC	-6	3	9	1408	5
26	Fc1ccc(NC(=S)N2CCCC2)cc1Cl	-6	-3	0	1518	2
27	O=C(O)Cn1cnc2sc3c(c2c1=O)CCCC3	-4	3	8	1638	1
28	O=C(COC(=O)C1(c2ccc(F)cc2)CCCC1)Nc1ncc(C(F)(F)F)cc1Cl	-2	10	7	1567	1
29	CCC(=O)N1CCc2cc(S(=O)(=O)NCCCN3CCN(Cc4ccccc4)CC3)ccc21	-3	-11	-8	1478	-10
30	Oc1ccccc1C(=S)N1CCCCC1	-10	1	-2	1424	-4

No.	TNAP act hiacc	bIAP activator	PPARg SRC3 recr	TNAP inh no acc	Efa HMGR inh
16	1.1	1.1	-2	-6	-2
17	1	0.9	-3	-9	-3
18	1	1.1	2	-9	-3
19	1	1.1	-4	7	-5
20	1	1.1	27*	-111	3
21	1.1	0.8	-9	-18	-1
22	/	/	-5	/	-5
23	1	1	7	4	-5
24	1	1.1	-1	-3	-2
25	1.1	1	6	-15	0
26	1.1	1	1	-7	2
27	1	1	-2	-6	3
28	1	0.9	1	5	-1
29	1	1.1	4	-3	-1
30	1.1	1	-3	-5	-1

Values by screen from the entries so far.
Compounds 7 to 17 in PPARg SRC2 recr: -9, 8, 0, 2, -7, -13, 3, 7, 2, 4, 2
Compounds 7 to 17 in bIAP activator: 1, 1, 0.8, 1.1, 1, 1, 0.9, 1, 0.8, 1.1, 0.9
Compounds 7 to 17 in TNAP act hiacc: 1, 1, 1, 1, 1, 1, 1, 1, 1, 1.1, 1

Next section:
No.	Structure	TNAP inh hi DEA	bIAP inhibitor	PPARg SRC2 recr	TR-FRET SRC-2 ct	PPARg SRC1 recr
31	CN(C)CC(O)CN1C(=O)N(CN2C(=O)N(CC(O)CN(C)C)C(=O)C2(C)C)C(C)(C)C1=O (centres undefined)	-4	-14	0	1547	6
32	Cc1[nH][nH]c(=O)c1N=Nc1ccc(Cl)cc1	13	9	7	1509	0
33	CCc1nnc(NC(=O)c2ccncc2)s1	-6	4	3	1646	0
34	COc1ccc(CCNC(=O)CN2C(=O)c3ccccc3S2(=O)=O)cc1OC	-1	4	3	1521	1
35	CC12C(=O)N(c3nccs3)C(=O)C1C1C=CC2C1 (centres undefined)	-2	8	11	1513	0
36	O=C(O)CCC(=O)Nc1sc2c(c1C(=O)Nc1ccccc1)CCCCC2	2	-5	-2	1514	9
37	COc1ccc(N=c2oc3c(OC)cccc3cc2C(=O)NCc2ccco2)cc1OC	-1	9	4	1410	1
38	COc1ccc(Cn2nnnc2C(c2cccnc2)N2CCN(c3ccc(O)cc3)CC2)cc1 (centres undefined)	1	16	2	1606	6
39	NS(=O)(=O)c1ccc(CCN2C(=O)/C(=C\c3ccc(Cl)cc3)SC2=S)cc1	2	11	2	1631	1
40	O=C(N/C=C/c1ccco1)OCc1ccccc1	-1	-7	-4	1370	-8
41	COc1ccc(OCC(O)CN2C(=O)c3ccccc3S2(=O)=O)cc1 (centres undefined)	-9	11	-13	1344	-1
42	Cc1cccc(Nc2nc(N)c([N+](=O)[O-])c(N3CCOCC3)n2)c1	-8	11	1	1512	4
43	O=C(Nc1ccc(N2CCOCC2)c(Cl)c1)c1ccccc1Cl	-6	7	7	1563	2
44	CC1(C)CC(=O)C=C(NCCCN2CCCC2=O)C1	/	/	-4	1598	3
45	O=C(O)c1c[nH]c2ccc(S(=O)(=O)N3CCN(c4ccc(F)cc4)CC3)cc2c1=O	-6	8	0	1436	2

No.	TNAP act hiacc	bIAP activator	PPARg SRC3 recr	TNAP inh no acc	Efa HMGR inh
31	1	1.1	0	-8	-3
32	0.9	0.9	-5	-103	-1
33	1.1	1	3	-17	-10
34	1	1	2	-10	2
35	1	0.9	-5	-15	-1
36	1	1.1	-3	-8	1
37	1	0.9	-8	6	-5
38	1	0.8	19	-5	0
39	1	0.9	1	-10	-6
40	1	1.1	-2	-71	-4
41	1.1	0.9	2	-14	2
42	1.1	0.9	1	-4	-3
43	1.1	0.9	1	-11	-8
44	/	/	0	/	/
45	1.1	0.9	-2	-10	-3

Single records (already shown).
CC12C(=O)N(c3nccs3)C(=O)C1C1C=CC2C1 (centres undefined) as listed: TNAP inh hi DEA: -2; bIAP inhibitor: 8; PPARg SRC2 recr: 11; TR-FRET SRC-2 ct: 1513; PPARg SRC1 recr: 0; TNAP act hiacc: 1; bIAP activator: 0.9; PPARg SRC3 recr: -5; TNAP inh no acc: -15; Efa HMGR inh: -1
Cc1cccc(Nc2nc(N)c([N+](=O)[O-])c(N3CCOCC3)n2)c1 as listed: TNAP inh hi DEA: -8; bIAP inhibitor: 11; PPARg SRC2 recr: 1; TR-FRET SRC-2 ct: 1512; PPARg SRC1 recr: 4; TNAP act hiacc: 1.1; bIAP activator: 0.9; PPARg SRC3 recr: 1; TNAP inh no acc: -4; Efa HMGR inh: -3

Screening results from PubChem.
